KCNQ2 inh = KCNQ2 potassium channel inhibitors, primary screen, cell-based, CHO-K1, FluxOR thallium flux, B-score (AID 2156); O88943; 20 min; hits give low values; B-score at 10 µM; 1.1% of 310,000 active;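 active means fluorescence ratio B-score at most minus 3 library SDs, with starting brightness B-score within 2 library SDs, cut at about -5.5 in these data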
Target sequence (O88943 whole entry, looked up): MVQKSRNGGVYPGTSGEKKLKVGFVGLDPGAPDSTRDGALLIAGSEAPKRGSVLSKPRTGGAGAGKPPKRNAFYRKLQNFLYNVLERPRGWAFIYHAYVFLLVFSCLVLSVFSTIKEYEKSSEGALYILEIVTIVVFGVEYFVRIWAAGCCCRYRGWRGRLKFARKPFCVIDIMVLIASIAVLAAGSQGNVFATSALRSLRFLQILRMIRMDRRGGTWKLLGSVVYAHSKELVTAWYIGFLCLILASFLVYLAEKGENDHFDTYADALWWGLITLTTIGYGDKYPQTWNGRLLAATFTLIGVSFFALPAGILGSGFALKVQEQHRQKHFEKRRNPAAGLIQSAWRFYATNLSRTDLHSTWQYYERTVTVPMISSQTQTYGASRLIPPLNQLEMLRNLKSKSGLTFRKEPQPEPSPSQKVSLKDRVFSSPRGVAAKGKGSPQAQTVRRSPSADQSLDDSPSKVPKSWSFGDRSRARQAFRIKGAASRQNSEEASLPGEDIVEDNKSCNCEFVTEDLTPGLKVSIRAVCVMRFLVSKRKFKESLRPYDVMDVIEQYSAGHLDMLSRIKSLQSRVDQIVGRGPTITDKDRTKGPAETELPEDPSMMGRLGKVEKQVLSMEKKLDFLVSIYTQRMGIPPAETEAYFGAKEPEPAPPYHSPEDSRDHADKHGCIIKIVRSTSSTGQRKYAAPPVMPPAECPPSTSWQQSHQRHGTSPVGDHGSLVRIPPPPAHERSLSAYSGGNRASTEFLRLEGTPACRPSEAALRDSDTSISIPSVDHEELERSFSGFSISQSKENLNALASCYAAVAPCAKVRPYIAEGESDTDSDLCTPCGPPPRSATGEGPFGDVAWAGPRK
CHT block = inhibits the human high affinity choline transporter; Q9GZV3; CHT-expressing cells, membrane potential dye, choline response; hits give low values; B-score at 10 µM; 0.86% of 310,000 active; AID 488975;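 active means B-score over 3 SD under the library average, and starting fluorescence ratio not unusually high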;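 further: choline stimulus applied at its EC90 after an EC20 pre-addition; B-score computed on integrated fluorescence ratio after choline addition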
An asterisk follows results filed as active; i = inactive; nt = no result given.

Structure,KCNQ2 inh,CHT block
CC(=O)Nc1ccc(NC2=CC(=O)c3ccccc3C2=O)cc1,i,i
COCC1CCN(C(=O)C2CCC(=O)N(Cc3cccc(C(F)(F)F)c3)C2)CC1 (stereo unspecified),i,nt
Cc1c(-c2ccccc2)oc2c(C(=O)OCC(=O)Nc3ccc(C(N)=O)cc3)cccc2c1=O,i,i
CSCCC(NC(=O)c1ccc([N+](=O)[O-])cc1Cl)C(=O)OCC(=O)C12CC3CC(CC(C3)C1)C2 (stereo unspecified),i,i
O=C(CSc1nc2ccccc2[nH]1)NCc1ccc2c(c1)OCO2,i,i
Cc1ccccc1N1CC(C(=O)O)CC1=O (stereo unspecified),i,i
COC(=O)c1ccc(N=NNc2cccc(Br)c2)cc1,nt,i
CNC(=S)NNC(=O)CSCc1c(Cl)cccc1Cl,i,i
CCOc1ccc(NC(=O)c2nc(SCC)ncc2Cl)cc1,i,i
CCOC(=O)N1CCN(S(=O)(=O)c2ccc(C)c([N+](=O)[O-])c2)CC1,i,i
O=C(CCCc1nc(-c2ccc(Cl)cc2)no1)N1CCOCC1,i,i
O=C(Nc1ccc2c(c1)OCO2)c1cc(-c2cccc(O)c2)on1,i,i
COCCOC(=O)c1c(C)oc2ccc(OC(=O)c3c(OC)cccc3OC)cc12,i,i
CCCNC(=O)c1ccc(C)c(NC(=O)C2=C(C)OCCS2)c1,i,i
Cc1cc(C(=O)NNC(=S)NCc2ccccc2)no1,i,nt
O=C(NCc1ccccc1)N1CCC(CO)(Cc2cccc(F)c2)CC1,i,i
O=C(CNC(=O)c1ccco1)Nc1ccc2c(c1)OCCO2,i,i
Cc1cccc(C)c1C(=O)N[C@@H](Cc1ccccc1)C(=O)O,i,i
O=[N+]([O-])c1cnn2cc(Br)cnc12,i,i
CC1=C(C)CC(C(=O)NC(C)CCc2ccccc2)C(C(=O)O)C1 (stereo unspecified),i,i
Cc1ccccc1OCC(=O)NNC(=O)Cc1ccc(S(=O)(=O)N2CCOCC2)s1,i,i
O=C(Nc1ccccc1)c1cc2ccccc2c(=O)s1,i,i
CC1CCCCC1NC(=O)CN(C)S(=O)(=O)c1ccc2c(c1)CCC(=O)N2 (stereo unspecified),i,i
CCCc1cc(=O)[nH]c(SCC(=O)Nc2c(C)cccc2C)n1,i,i
O=C(O)c1cccc(NC(=S)NC(NC(=O)c2cccc([N+](=O)[O-])c2)C(Cl)(Cl)Cl)c1 (stereo unspecified),i,i
O=C(Nc1ccccc1-c1nc2ccccc2s1)c1ccc(Br)o1,i,i
CC1CCCCN1C(=O)Cn1c(=O)n(-c2ccc(F)cc2)c(=O)c2sccc21 (stereo unspecified),i,i
O=C(NCc1ccccc1)NC(=O)c1ccccc1,i,i
COc1ccccc1N=Nc1ccc(O)c2ncccc12,i,i
Cc1c(Cc2ccccc2)c(NCCN(C)C)n2c(nc3ccccc32)c1C#N,i,i
CCC(C)[C@H](N)c1cn([C@@H](CCCCN)C(=O)N2CCNCC2)nn1 (stereo partly specified),i,i
COc1ccccc1OCCSc1nnc(C)n1-c1ccccc1,i,i
Cc1ccc(NC(=S)N2CCN(Cc3ccccc3)CC2)cc1,i,i
COC(=O)c1ccc(N=C2S/C(=C\c3cc(C)n(-c4cccnc4)c3C)C(=O)N2C)cc1,i,i
COc1ccccc1N(C(=O)CN1C(=O)c2ccccc2S1(=O)=O)C(C(=O)NCC1CCCO1)c1ccc(F)cc1 (stereo unspecified),i,i
CSc1ncccc1C(=O)NCCc1ccccc1F,i,i
CCCN(CCC)Cc1c(C(=O)N/N=C/CCc2ccccc2)nnn1-c1nonc1N,i,i
N#CCCN1CCN(S(=O)(=O)c2ccc(S(=O)(=O)NC3CC3)cc2)CC1,i,i
Cc1ccc(NC(=O)COC(=O)CNC(=O)C2CCCCC2)c(Br)c1,i,i
CC(=O)Nc1ccc(S(=O)(=O)NC(C)(C#N)C2CC2)cc1 (stereo unspecified),i,i
COc1ccc(NC(=O)/C=C/c2cccc(F)c2)cn1,i,i
CCn1c(SCC(=O)c2ccc(NS(=O)(=O)c3ccccc3)cc2)nnc1-c1cccs1,i,i
COc1ccc(C(=O)OCC(O)COC(=O)c2ccc(OC)cc2)cc1,i,i
CCOCCCNC(=O)Cn1cc2c(n1)CCCC2,i,i
Cc1ccc2c(c1)nnn2C1CCN(C(=O)c2ccccc2F)CC1,i,i
CNc1oc(Cc2cccc3ccccc23)nc1C#N,i,-6.9*
CCSc1ccccc1C(=O)NCc1ccco1,i,i
COc1cc(C(=O)OCC(=O)NC2CCCCCC2)ccc1OCC(C)C,i,i
Cc1cc(OCCSc2nnc(-c3cccs3)n2C)ccc1Cl,i,i
OCCn1c(-c2ccc(F)cc2)csc1=Nc1ccccc1,i,i
Cc1ccc2c(c1)cc(C)c1nnc(SCC(=O)NCc3ccco3)n12,i,i
O=C(CSc1ccc(F)cc1)NCCc1ccc(Cl)cc1,i,i
Cn1cc(Br)c(C(=O)NNC(=O)Cc2ccc(Cl)cc2)n1,i,i
CC1=C(C(=O)OCc2ccccc2)C(c2ccccc2)NC(=O)N1CCCCCC(=O)O (stereo unspecified),i,i
Cc1ccc(-n2c(SCC(=O)Nc3ccc(N4CCOCC4)cc3)nc3ccccc3c2=O)cc1,i,i
CC(=O)NCCc1c[nH]c2ccc(O)cc12,i,i
O=C(COC(=O)c1c2c(nc3ccccc13)/C(=C/c1ccco1)CC2)NC1CCCC1,i,nt
COC(=O)c1ccc(NC(=S)NC2CCCCC2C)cc1 (stereo unspecified),i,i
CCOCCOC(=O)C1=C(C)N(C)C(=O)NC1c1ccccc1F (stereo unspecified),i,i
S=C(NN=C1CCCCCC1)Nc1ccc(Cl)cc1,i,i

Full records, quoted from the list. Screens in order: KCNQ2 inh	CHT block
CNC(=S)NNC(=O)CSCc1c(Cl)cccc1Cl across the screens: i	i
COC(=O)c1ccc(N=NNc2cccc(Br)c2)cc1 across the screens: nt	i
COc1ccccc1N=Nc1ccc(O)c2ncccc12 across the screens: i	i
O=C(CSc1ccc(F)cc1)NCCc1ccc(Cl)cc1 across the screens: i	i
O=C(Nc1ccccc1-c1nc2ccccc2s1)c1ccc(Br)o1 across the screens: i	i

Later entries
Structure,KCNQ2 inh,CHT block
Cc1ccc(CNC(=O)Cn2cccc2)cc1,i,i
COc1ccc(-n2c(C)cc(C(=O)CSc3ccc(NC(C)=O)cc3)c2C)cc1,i,i
O=c1c2cc(NC(=S)NC3CCN(Cc4ccccc4)CC3)ccc2nc2n1CCCCC2,i,i
COc1ccccc1-n1c(SCC(=O)Nc2cccc(C(=O)O)c2)nnc1-c1ccccc1C,i,i
Cc1cc(OCc2cc(C(=O)N(C)CC3CCOCC3)no2)cc(C)c1Cl,i,i
CCOc1ccc(C2Nc3ccccc3C(CC)(CC)O2)cc1 (stereo unspecified),i,i
C=CCc1cc(OC)ccc1OCCOCCC(C(=O)OCC)C(=O)OCC,i,i
Cn1nccc1C(=O)N/N=C/c1c(O)ccc2ccccc12,i,i
COC(=O)c1ccc2nc(NC(=O)C3CCCCC3)sc2c1,i,i
CC1(C)CC(=O)C(C(c2ccc(F)cc2)C2C(=O)CC(C)(C)CC2=O)C(=O)C1,i,i
O=C(c1cccc(S(=O)(=O)N2CCOCC2)c1)N1CCN(S(=O)(=O)c2cccs2)CC1,i,i
CC(C)C(NC(=O)c1ccc(C(C)(C)C)cc1)C(=O)OCC(=O)NC(=O)Cc1ccccc1 (stereo unspecified),i,i
CC(C)c1ccc(NC(=O)NCc2ccc3c(c2)OCO3)cc1,i,i
Cc1cc(O)c(Sc2ccccc2)c(=O)o1,i,i
CCCOC(=O)c1ccc(NC(=O)C(CC)CC)cc1,i,i
O=C(CSc1nnnn1-c1ccc2c(c1)OCCO2)N1CCN(C(=O)c2ccco2)CC1,i,i
Cn1ncc(Cl)c1C(=O)Nc1nnc(C2CC2)s1,i,i
Cc1ccc(CSc2ncnc3c2cnn3Cc2ccccc2)cc1C,i,i
CCc1nc(SCC(=O)NNC(=O)c2ccc(OC)cc2)c2ccccc2n1,i,i
CC(C)(CCO)NC(=S)NC1CC2C=CC1C2 (stereo unspecified),i,i
COC(=O)C(Cc1ccccc1)NC(=O)COc1ccc(C(C)(C)C)cc1 (stereo unspecified),-5.6*,i
O=C(c1cccc([N+](=O)[O-])c1)c1ccc2c(c1)C(=O)NC2=O,i,i
CC(=O)Nc1ccc(S(=O)(=O)Oc2ccc(/C=N/NC(=O)c3ccc(Cl)cc3)cc2)cc1,i,i
COc1cc(/C=C/C(=O)N2CCN(c3ccccn3)CC2)cc(OC)c1OC,i,i
Nc1cc(=O)[nH]n1C1CCN(c2ccccc2)CC1,i,i
CN(CC(=O)Nc1c(Cl)cccc1Cl)C(=O)CCCN1C(=O)c2ccccc2C1=O,i,i
CCCCN(C)C(=S)Nc1ccsc1C(=O)OC,i,i
CN(Cc1nc2ccccc2n1C)C(=O)c1ccco1,i,i
CC(CCC(=O)O)C1CCC2C3CCC4C[C@H](O)CCC4(C)C3CC(=O)C12C (stereo partly specified),i,i
COc1ccc(NS(=O)(=O)c2cccc(NC(=O)CCC(=O)c3cccs3)c2)cc1,i,i
COc1cccc(-c2cc(C(=O)N3CCc4ccccc4C3)[nH]n2)c1,i,i
O=C(O)CCCN1C(=O)c2ccc(C(=O)c3cccc([N+](=O)[O-])c3)cc2C1=O,i,i
COC(=O)c1oc2ccc(Cl)cc2c1N,i,i
CCOc1ccc([C@@H]2CC=C(C(=O)O)[C@H](c3ccc(F)cc3)N2S(=O)(=O)c2ccc(C)cc2)cc1,nt,i
Cc1cccc(-c2nnc(SCC#N)n2Cc2ccccc2)c1,i,i
CCN1C(=O)[C@H]2[C@@H](c3ccc(C)cc3)N3C(=O)N(c4cccc(Cl)c4)C(=O)[C@@]3(Cc3ccc(Cl)cc3)[C@H]2C1=O,nt,i
Cc1cccc(N2CCN(S(C)(=O)=O)CC2)c1C,i,i
CC(Sc1nc2ccccc2s1)C(=O)NCc1ccc2c(c1)OCO2 (stereo unspecified),i,i
CCc1ccc(NC(=O)C2(c3ccccc3)CC2(Cl)Cl)cc1 (stereo unspecified),i,i
CCCN(CCC)CCNC(=O)C1CC(=O)N(c2ccc(OC)cc2)C1c1ccc(OC)cc1 (stereo unspecified),i,i
CCOC(=O)C1=C(C)NC(C)=C(C(=O)OCC)C1C(=O)OCC(=O)N1CCc2ccccc21,i,i
COc1ccc2nc(N(CCN(C)C)C(=O)c3ccc(C(=O)c4ccccc4)cc3)sc2c1,i,i
CN(C[C@H](CC1CCCCC1)N(C[C@H](Cc1ccccc1)N(CCc1ccccc1)N=O)N=O)N=O,i,i
CCCCN1C(=O)C(O)(CC(=O)c2c(C)coc2C)c2ccccc21 (stereo unspecified),i,i
O=C(NCCN1CCCCCC1)C1CCCN1S(=O)(=O)c1cccc2nsnc12 (stereo unspecified),i,i
COC(=O)c1ccc(Sc2ccc(F)cc2)c(N)c1,i,i
CCOc1ccc(OCCCCn2cnc3ccccc3c2=O)cc1,i,i
O=C(CN(CCc1ccccc1)C(=O)CNS(=O)(=O)c1ccc(F)cc1)NCC1CCCO1 (stereo unspecified),i,i
COc1cc(OC)cc(-c2nnc(SCC(=O)N3CCCc4ccccc43)o2)c1,i,i
COC(=O)Nc1csc2c1NC(=O)CCCC2,i,i
CCn1cc(CN2CCCC(CNS(=O)(=O)c3cccc4cccnc34)C2)cn1 (stereo unspecified),i,i
O=C(O)CCCCCNc1ccc2nsnc2c1[N+](=O)[O-],i,i
CC(C)CNC(=O)C1CCN(S(=O)(=O)c2ccc3c(c2)OCCO3)CC1,i,i
C=CCN(C(=O)c1oc2c(Cl)cc(C)cc2c1C)C1CCS(=O)(=O)C1 (stereo unspecified),i,i
COc1cc(/C=C2\SC(=S)N(Nc3ccccc3)C2=O)ccc1O,i,i
CCc1cccc(C)c1NC(=O)COC(=O)c1c2c(nc3ccccc13)/C(=C\c1cccs1)CCC2,i,i
Cc1occc1-c1nnc(SCC(=O)Nc2ccc(F)cc2)n1C,i,i
Cc1nn(Cc2ccccc2)c(N)c1-c1ccccc1,nt,i
O=C(Nc1ccccc1-c1nnc(SCc2ccc(Cl)cc2Cl)o1)c1ccccc1,i,i
C/C(=C\C(=O)c1ccc(Br)cc1)NNC(=O)c1ccccc1,i,i

A different layout for some results above.
Value order – KCNQ2 inh, CHT block
Cc1cc(OCc2cc(C(=O)N(C)CC3CCOCC3)no2)cc(C)c1Cl
  i, i
CCOc1ccc(C2Nc3ccccc3C(CC)(CC)O2)cc1 (stereo unspecified)
  i, i
C=CCc1cc(OC)ccc1OCCOCCC(C(=O)OCC)C(=O)OCC
  i, i

(more compounds)
Structure,KCNQ2 inh,CHT block
CCOc1ccccc1N1CCN(C(=O)NC2CCCCC2)CC1,i,i
C=CCN(C(=O)Nc1ccc2oc(C)nc2c1)c1ccccc1,i,i
N#C/C(=C\C1=C(N2CCOCC2)C(=C\c2ccccc2)/CC1)C(=O)Nc1ccccc1F,i,nt
O=C1S/C(=C/c2ccc(N3CCOCC3)o2)C(=O)N1Cc1ccc(F)cc1,i,i
CCCN1CCN(C(=O)Cn2ncc3c([nH]c4ccc(C)cc43)c2=O)CC1,i,i
C/C(=N\NC(=O)c1ccccc1)c1c(C)[nH]n(-c2ccccc2)c1=O,i,i

From PubChem
